# Source: PubChem
# NSD2 block = blocks human NSD2 histone methyltransferase activity; NSD2-SET H3K36me1 DELFIA fluorescence, biochemical; inhibition, % at 12.5 µM; actives 0.07% (n = 44,000); in the data active means inhibition above about 54%, passing the limit was not always enough;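 further: inhibitors reduce the monomethyl H3K36 fluorescence signal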
# Target sequence (O96028 whole entry, looked up): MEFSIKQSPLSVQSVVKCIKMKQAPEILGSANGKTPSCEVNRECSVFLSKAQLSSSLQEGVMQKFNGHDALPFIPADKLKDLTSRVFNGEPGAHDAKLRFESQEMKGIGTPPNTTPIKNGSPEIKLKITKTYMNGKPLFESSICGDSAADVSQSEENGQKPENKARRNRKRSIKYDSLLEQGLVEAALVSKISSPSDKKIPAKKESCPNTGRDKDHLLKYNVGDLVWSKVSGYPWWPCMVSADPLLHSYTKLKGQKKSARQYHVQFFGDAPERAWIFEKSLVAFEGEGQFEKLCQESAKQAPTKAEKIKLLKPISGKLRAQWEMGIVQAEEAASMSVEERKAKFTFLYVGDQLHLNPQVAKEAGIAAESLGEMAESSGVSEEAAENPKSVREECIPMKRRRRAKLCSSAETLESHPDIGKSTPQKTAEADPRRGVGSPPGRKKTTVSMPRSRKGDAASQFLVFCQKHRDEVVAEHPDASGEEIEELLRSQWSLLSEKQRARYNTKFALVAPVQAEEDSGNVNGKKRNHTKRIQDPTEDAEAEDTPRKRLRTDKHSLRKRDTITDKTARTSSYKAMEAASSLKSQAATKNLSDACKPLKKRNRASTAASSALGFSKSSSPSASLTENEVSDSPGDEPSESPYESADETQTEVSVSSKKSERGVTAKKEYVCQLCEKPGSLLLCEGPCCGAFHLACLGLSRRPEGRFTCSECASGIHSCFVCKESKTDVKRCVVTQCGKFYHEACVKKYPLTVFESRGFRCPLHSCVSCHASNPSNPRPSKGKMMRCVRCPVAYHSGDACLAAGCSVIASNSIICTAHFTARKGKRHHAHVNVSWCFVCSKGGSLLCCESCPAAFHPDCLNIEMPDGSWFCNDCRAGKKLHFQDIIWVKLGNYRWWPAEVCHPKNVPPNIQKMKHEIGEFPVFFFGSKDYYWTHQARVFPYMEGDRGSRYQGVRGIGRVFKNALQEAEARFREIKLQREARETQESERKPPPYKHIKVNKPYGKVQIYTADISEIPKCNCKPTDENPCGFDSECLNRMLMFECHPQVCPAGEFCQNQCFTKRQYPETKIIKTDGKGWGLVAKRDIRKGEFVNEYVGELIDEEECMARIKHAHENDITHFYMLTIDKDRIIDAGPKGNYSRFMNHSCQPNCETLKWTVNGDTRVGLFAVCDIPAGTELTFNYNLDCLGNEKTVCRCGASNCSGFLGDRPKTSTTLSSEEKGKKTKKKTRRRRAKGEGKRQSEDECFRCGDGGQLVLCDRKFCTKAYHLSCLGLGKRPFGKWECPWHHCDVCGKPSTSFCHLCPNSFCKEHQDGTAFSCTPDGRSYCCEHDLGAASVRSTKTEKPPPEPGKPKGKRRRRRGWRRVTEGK
# * = called active by the depositor.
SMILES,NSD2 block
CS(=O)(=O)c1ccc(-c2cc(Br)sc2-c2ccc(F)cc2)cc1,1
C[C@@H]1CN([C@@H](C)CO)C(=O)c2c(c3ccccc3n2C)-c2ccccc2CO[C@@H]1CN(C)C(=O)c1ccc(F)cc1,-4
C[C@H](CO)N1C[C@H](C)[C@H](CN(C)C(=O)Cc2ccccc2)OCCCC[C@H](C)Oc2ccc(NC(=O)Cc3ccccc3)cc2C1=O,1
C[C@H]1CN([C@@H](C)CO)C(=O)c2cccc(NS(C)(=O)=O)c2O[C@H]1CN(C)Cc1ccc(C(=O)Nc2ccccc2N)cc1,3
O=C(C[C@@H]1C[C@H]2c3cc(NS(=O)(=O)c4ccccc4)ccc3O[C@H]2[C@H](CO)O1)NCC1CC1,-8
CC(C)=CCCC(C)(OC1OC(COC2OC(CO)C(O)C2O)C(O)C(O)C1O)C1CCC2(C)C1C(O)CC1C3(C)CCC(OC4OC(CO)C(O)C(O)C4OC4OC(CO)C(O)C(O)C4O)C(C)(C)C3CCC12C (stereo not given),-3
C[C@@H]1CCCCO[C@H](CN(C)C)[C@@H](C)CN([C@@H](C)CO)C(=O)c2cc(NS(=O)(=O)c3cccs3)ccc2O1,-1
COc1ccc(S(=O)(=O)N(C)C[C@@H]2Oc3c(NS(C)(=O)=O)cccc3C(=O)N([C@H](C)CO)C[C@H]2C)cc1,1
COCCNC(=O)C[C@H]1C[C@@H]2c3cc(NC(=O)c4cccnc4)ccc3O[C@@H]2[C@@H](CO)O1,4
O=C(N/N=C/c1cc(Br)cc([N+](=O)[O-])c1O)c1ccccn1,-2
Cc1noc(C)c1S(=O)(=O)Nc1ccc2c(c1)C(=O)N([C@@H](C)CO)C[C@@H](C)[C@@H](CN(C)C(=O)c1ccncc1)OCCCC[C@@H](C)O2,1
COc1cccc(-c2cnc3c(c2)C(=O)N([C@H](C)CO)C[C@H](C)[C@H](CN(C)S(=O)(=O)c2cccc(OC)c2)O3)c1,-5
Cc1noc(C)c1S(=O)(=O)N(C)C[C@H]1Oc2ccc(NS(C)(=O)=O)cc2CC(=O)N([C@H](C)CO)C[C@H]1C,6
COc1ccc(S(=O)(=O)Nc2ccc3c(c2)C(=O)N([C@H](C)CO)C[C@H](C)[C@H](CN(C)C(=O)Nc2ccc(C(F)(F)F)cc2)OCCCC[C@@H](C)O3)cc1,-7
C[C@@H]1CN([C@H](C)CO)C(=O)c2cc(-c3ccc(F)cc3)cnc2O[C@@H]1CN(C)C(=O)c1ccncc1,-2
c1cc(-c2cnn3cc(-c4ccc(OCCN5CCCCC5)cc4)cnc23)ccn1,8
Cc1cc(C(=O)Nc2cccc3c2O[C@@H](CN(C)Cc2ccc(-c4ccccc4)cc2)[C@@H](C)CN([C@H](C)CO)C3=O)n(C)n1,-1
C[C@H](CO)N1C[C@H](C)[C@H](CN(C)C)Oc2ccc(NC(=O)NC3CCCCC3)cc2C1=O,0
Cc1noc(C)c1NC(=O)Nc1ccc2c(c1)C(=O)N([C@@H](C)CO)C[C@@H](C)[C@@H](CN(C)S(C)(=O)=O)O2,6
C[C@H]1CN([C@@H](C)CO)C(=O)Cc2cc(NS(=O)(=O)c3ccc(Cl)cc3)ccc2O[C@@H]1CN(C)Cc1ccc(C(F)(F)F)cc1,-11
CC(C)(C)[C@H]1C=C(C(=O)O)O[C@@H](OCc2ccc(CO)cc2)C1,6
Cc1ccc(S(=O)(=O)N(C)C[C@@H]2OCCCC[C@H](C)Oc3ccc(NC(=O)Nc4ccc(C(F)(F)F)cc4)cc3C(=O)N([C@@H](C)CO)C[C@H]2C)cc1,-3
C[C@H](CO)N1C[C@H](C)[C@H](CN(C)CC2CCCC2)Oc2ncc(C#Cc3cccc(F)c3)cc2C1=O,3
C[C@@H]1CN([C@@H](C)CO)C(=O)c2cccc(NC(=O)CCCCCC(=O)Nc3ccccc3N)c2O[C@H]1CN(C)Cc1ccc(Oc2ccccc2)cc1,5
C[C@H]1CCCCO[C@H](CN(C)C(=O)c2ccncc2)[C@@H](C)CN([C@@H](C)CO)C(=O)c2cc(NS(=O)(=O)c3ccc(F)cc3)ccc2O1,1
COC(=O)c1nnn(CC(=O)N(Cc2ccccc2)c2ccc(Br)cc2)c1C(=O)OC,2
C[C@@H]1CN([C@H](C)CO)C(=O)c2cc(-c3ccccc3F)cnc2O[C@@H]1CN(C)Cc1ccccc1F,3
C/C=C/c1ccc2c(c1)O[C@H](CN(C)C(=O)Nc1ccc(OC)cc1)[C@@H](C)CN([C@H](C)CO)S2(=O)=O,0
C[C@@H]1CN([C@@H](C)CO)C(=O)c2cc(-c3cncnc3)cnc2O[C@H]1CN(C)C(=O)c1ccccc1F,-1
COc1ccc(-c2cnc3c(c2)C(=O)N([C@H](C)CO)C[C@@H](C)[C@@H](CN(C)C(=O)Cc2ccccn2)O3)cc1,1
C[C@H]1CN([C@@H](C)CO)C(=O)c2cc(-c3ccccc3)cnc2O[C@H]1CN(C)Cc1ccccc1,2
CC(C)NC(=O)Nc1cccc2c1O[C@@H](CN(C)Cc1ccc(Cl)c(Cl)c1)[C@H](C)CN([C@@H](C)CO)C2=O,5
C[C@@H]1CN([C@H](C)CO)S(=O)(=O)c2ccc(Br)cc2O[C@@H]1CN(C)C,2
CNC[C@H]1OCCCC[C@@H](C)Oc2ccc(NC(=O)Nc3c(C)noc3C)cc2C(=O)N([C@H](C)CO)C[C@@H]1C,0
C[C@H](CO)N1C[C@H](C)[C@H](CN(C)C(=O)Nc2cccc3ccccc23)Oc2ccc(NC(=O)Cn3cnnn3)cc2C1=O,5
C[C@@H]1CN([C@@H](C)CO)C(=O)c2cc(NC(=O)Nc3ccc4c(c3)OCO4)ccc2O[C@@H]1CN(C)Cc1ccc(Oc2ccccc2)cc1,-1

# 13 entries from above in a different format:
Structure	NSD2 block
C[C@@H]1CN([C@@H](C)CO)C(=O)c2cccc(NC(=O)CCCCCC(=O)Nc3ccccc3N)c2O[C@H]1CN(C)Cc1ccc(Oc2ccccc2)cc1	5
C[C@H]1CCCCO[C@H](CN(C)C(=O)c2ccncc2)[C@@H](C)CN([C@@H](C)CO)C(=O)c2cc(NS(=O)(=O)c3ccc(F)cc3)ccc2O1	1
COC(=O)c1nnn(CC(=O)N(Cc2ccccc2)c2ccc(Br)cc2)c1C(=O)OC	2
C[C@@H]1CN([C@H](C)CO)C(=O)c2cc(-c3ccccc3F)cnc2O[C@@H]1CN(C)Cc1ccccc1F	3
C/C=C/c1ccc2c(c1)O[C@H](CN(C)C(=O)Nc1ccc(OC)cc1)[C@@H](C)CN([C@H](C)CO)S2(=O)=O	0
C[C@@H]1CN([C@@H](C)CO)C(=O)c2cc(-c3cncnc3)cnc2O[C@H]1CN(C)C(=O)c1ccccc1F	-1
COc1ccc(-c2cnc3c(c2)C(=O)N([C@H](C)CO)C[C@@H](C)[C@@H](CN(C)C(=O)Cc2ccccn2)O3)cc1	1
C[C@H]1CN([C@@H](C)CO)C(=O)c2cc(-c3ccccc3)cnc2O[C@H]1CN(C)Cc1ccccc1	2
CC(C)NC(=O)Nc1cccc2c1O[C@@H](CN(C)Cc1ccc(Cl)c(Cl)c1)[C@H](C)CN([C@@H](C)CO)C2=O	5
C[C@@H]1CN([C@H](C)CO)S(=O)(=O)c2ccc(Br)cc2O[C@@H]1CN(C)C	2
CNC[C@H]1OCCCC[C@@H](C)Oc2ccc(NC(=O)Nc3c(C)noc3C)cc2C(=O)N([C@H](C)CO)C[C@@H]1C	0
C[C@H](CO)N1C[C@H](C)[C@H](CN(C)C(=O)Nc2cccc3ccccc23)Oc2ccc(NC(=O)Cn3cnnn3)cc2C1=O	5
C[C@@H]1CN([C@@H](C)CO)C(=O)c2cc(NC(=O)Nc3ccc4c(c3)OCO4)ccc2O[C@@H]1CN(C)Cc1ccc(Oc2ccccc2)cc1	-1

# (more compounds)
SMILES,NSD2 block
COc1ccc(S(=O)(=O)N(C)C[C@@H]2OCCCC[C@H](C)Oc3ccc(NS(=O)(=O)c4ccc(C)cc4)cc3C(=O)N([C@@H](C)CO)C[C@H]2C)cc1,6
C[C@H]1CN([C@@H](C)CO)C(=O)c2cc(NS(=O)(=O)c3ccccc3)ccc2O[C@H]1CN(C)Cc1ccc(C(=O)O)cc1,20
CC(C)NC(=O)Nc1ccc2c(c1)CC(=O)N([C@@H](C)CO)C[C@H](C)[C@@H](CN(C)CC1CCCCC1)O2,4
COc1ccc(CN(C)C[C@H]2Oc3c(NC(=O)c4ccncc4)cccc3C(=O)N([C@@H](C)CO)C[C@@H]2C)cc1,-3
C[C@H](CO)N1C[C@H](C)[C@H](CN(C)Cc2ccc(C(=O)O)cc2)Oc2ccc(NC(=O)CCC(F)(F)F)cc2C1=O,-6
COc1cccc(-c2cnc3c(c2)C(=O)N([C@H](C)CO)C[C@H](C)[C@H](CN(C)C)O3)c1,8
O=C(C[C@@H]1C[C@H]2c3cc(NC(=O)Nc4ccccc4)ccc3O[C@H]2[C@H](CO)O1)NCc1ccncc1,2
O=c1c(O)c(-c2cc(O)c(O)c(O)c2)oc2cc(O)cc(O)c12,33
C[C@H](CO)N1C[C@H](C)[C@@H](CN(C)C(=O)Nc2ccc(F)cc2)OCCCC[C@H](C)Oc2ccc(NC(=O)NC3CCCCC3)cc2C1=O,10
C[C@@H]1CN([C@@H](C)CO)C(=O)c2cc(NC(=O)Nc3ccccc3)ccc2O[C@@H]1CN(C)Cc1ccc(C(=O)O)cc1,4
C[C@@H]1CN([C@@H](C)CO)C(=O)c2cccc(NC(=O)C3CCOCC3)c2O[C@H]1CN(C)Cc1ccc(Oc2ccccc2)cc1,-3
C[C@H](NC(=O)N(C)C[C@@H]1OCc2ccccc2-c2c(n(C)c3ccccc23)C(=O)N([C@@H](C)CO)C[C@@H]1C)c1ccccc1,1
NC(=O)[C@@H]1[C@H]2C(=O)O[C@H](c3ccccc3)[C@H](c3ccccc3)N2[C@H](c2ccc(OCCO)cc2)[C@@]12C(=O)Nc1ccccc12,0
CNC[C@H]1Oc2ccc(NS(C)(=O)=O)cc2C(=O)N([C@@H](C)CO)C[C@H]1C,0
C#CCNC(=O)C1=C[C@H](c2csc3ccccc23)C[C@H](OCCCCO)O1,-7
C[C@@H]1CN([C@@H](C)CO)C(=O)c2cc(C#CCN(C)C)cnc2O[C@@H]1CN(C)C(=O)Cc1cccnc1,6
COc1ccc(CN(C)C[C@H]2OCCCC[C@H](C)Oc3ccc(NS(=O)(=O)c4ccccc4)cc3C(=O)N([C@H](C)CO)C[C@H]2C)cc1,2
C[C@H](CO)N1C[C@H](C)[C@H](CN(C)Cc2ccc(Oc3ccccc3)cc2)Oc2ccc(NC(=O)NC3CCCCC3)cc2CC1=O,-4
COc1ccc(-c2cnc3c(c2)C(=O)N([C@@H](C)CO)C[C@@H](C)[C@H](CN(C)C(=O)NC2CCCC2)O3)cc1,-2
O=S(=O)(NCCCCCCc1ccccc1)c1cccc2c(Cl)cccc12,1
C[C@@H]1CN([C@H](C)CO)C(=O)Cc2cc(NC(=O)CCN3CCOCC3)ccc2O[C@H]1CN(C)Cc1ccc(C(F)(F)F)cc1,1
Cc1noc(C)c1S(=O)(=O)Nc1ccc2c(c1)C(=O)N([C@H](C)CO)C[C@H](C)[C@@H](CN(C)C)OCCCC[C@@H](C)O2,1
COc1cccc(C#Cc2cnc3c(c2)C(=O)N([C@H](C)CO)C[C@H](C)[C@H](CN(C)C(=O)C2CCOCC2)O3)c1,4
COc1ccc(NC(=O)Nc2ccc3c(c2)C(=O)N([C@H](C)CO)C[C@H](C)[C@H](CN(C)Cc2ccc(C(=O)O)cc2)OCCCC[C@@H](C)O3)cc1,3
C[C@H]1CN([C@@H](C)CO)C(=O)c2cc(NC(=O)Nc3ccc(F)cc3)ccc2O[C@H]1CN(C)S(=O)(=O)c1ccc(F)cc1,1
C=CC[C@@]1(C(=O)NCC(O)CO)N=C(c2ccc(OCCCO)cc2)O[C@@H]1c1ccccc1 (stereo not given in full),-7
C[C@@H]1CN([C@H](C)CO)C(=O)CCCn2cc(nn2)CO[C@@H]1CN(C)C(=O)Nc1cccc2ccccc12,3
O=C(Nc1ccc2c(c1)[C@@H]1C[C@H](CC(=O)N3CCCCC3)O[C@H](CO)[C@@H]1O2)C1CCC1,5
C[C@H]1CN([C@@H](C)CO)C(=O)c2cccc(NC(=O)Nc3cccc4ccccc34)c2O[C@@H]1CN(C)C(=O)Nc1ccc(C(F)(F)F)cc1,-1
O=C(CCCCCCC(=O)Nc1ccccc1O)N/N=C/c1cccc(B(O)O)c1,-3
C[C@@H]1CCCCO[C@@H](CN(C)C(=O)CCC(F)(F)F)[C@@H](C)CN([C@@H](C)CO)C(=O)c2cc(NS(=O)(=O)c3ccccc3)ccc2O1,-1
CC/C=C\C/C=C\C/C=C\C/C=C\C/C=C\CCCC(=O)O,-6
CN(C)CCN(Cc1ccccc1)c1ccccn1,4
Cc1ccc(S(=O)(=O)Nc2ccc3c(c2)CC(=O)N([C@@H](C)CO)C[C@@H](C)[C@H](CN(C)S(=O)(=O)c2ccccc2)O3)cc1,-6
COCCCN1C(=O)[C@@]2(Cc3ccccc31)c1ccccc1C(=O)N(Cc1ccccc1)[C@H]2c1ccc(CO)cc1,17
C[C@@H]1CN([C@H](C)CO)C(=O)c2cc(N(C)C)ccc2O[C@@H]1CN(C)Cc1ccc(C(F)(F)F)cc1,0
C[C@@H]1CN([C@H](C)CO)C(=O)c2cc(NC(=O)CCN3CCOCC3)ccc2O[C@@H]1CN(C)CC1CC1,6
COc1ccc(S(=O)(=O)Nc2ccc3c(c2)C(=O)N([C@H](C)CO)C[C@@H](C)[C@H](CN(C)C(=O)Nc2ccc4c(c2)OCO4)OCCCC[C@H](C)O3)cc1,8
C[C@@H]1CN([C@H](C)CO)C(=O)c2cccc(NC(=O)c3nc4ccccc4s3)c2O[C@H]1CN(C)C(=O)NC1CCCCC1,8
C[C@H]1CN([C@@H](C)CO)C(=O)c2cc(C#CCN(C)C)cnc2O[C@@H]1CN(C)Cc1ccc(F)cc1,1
COc1cccc(NC(=O)N(C)C[C@@H]2Oc3ncc(C#Cc4ccccc4)cc3C(=O)N([C@H](C)CO)C[C@H]2C)c1,-4
CC(C)NC(=O)N(C)C[C@H]1Oc2ccc(NS(=O)(=O)c3ccccc3)cc2C(=O)N([C@@H](C)CO)C[C@H]1C,3
C[C@@H]1CN([C@@H](C)CO)C(=O)Cc2cc(NC(=O)Cn3cnnn3)ccc2O[C@@H]1CN(C)S(=O)(=O)c1ccc(F)cc1,-1

# Not all compounds are listed, so the mix of outcomes need not match the whole.
